# Lipid storage S3: qHTS Assay for Lipid Storage Modulators in Drosophila S3 Cells; hit rate 0.64% among 320,000; Drosophila S3 cells, BODIPY lipid droplet fluorescence, 18-24 h; cells fed with added oleic acid; Potency in µM for hits, for the others lipid storage change, negative = inhibition, % at the top dose, mostly 46.1 µM; active means well fitted inhibition curve with a large enough effect in the signal ratio, with a control signal flat, not every such curve was filed as active; inconclusive means small, poorly fitted or top-dose-only effect, or effect the other way, or a change in a side signal; the % refers to the signal ratio
#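 Drosophila S3 cells loaded with oleic acid (400 uM, as added) and compounds at several concentrations; lipid droplets imaged by 488-nm laser-scanning cytometry, 500–530 nm intensity and object ratio to cell channel. Percent activity normalized to 20 uM Triacsin C.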
# Lipid storage S3 cell count max: second read-out of Lipid storage S3, no call of its own (marks repeat the call); cell number change, %; measured here: cell count max response;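 cells counted by Cell Tracker Red CMTPX staining in the red channel; peak over a dose series mostly up to 46.1 µM; percent activity relative to internal control wells on each plate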
# * marks the source's active call; other numbers are inactive results; i = inactive; ? = inconclusive; . = not tested or not shown. On the % scale 0 is the no-effect control and ±100 the full control effect; potency means the concentration at half of the fitted maximal effect.
SMILES,Lipid storage S3,Lipid storage S3 cell count max
CC(=O)c1ccc(OC(NC(=O)c2ccco2)C(Cl)(Cl)Cl)cc1 (stereo unspecified),i,.
COc1cc(/C=C/c2nc3ccccc3c(=O)n2-c2cccc(O)c2)ccc1O,?,.
COc1ccc(OC)c(-n2c(O)c(/C=C3\C=Nc4ccccc43)c(=O)[nH]c2=O)c1,-22%,-1
CC(Cc1ccccc1)NC(=O)/C=C/c1ccc(Cl)cc1 (stereo unspecified),-3%,-16
CCOC(=O)C1C2c3ccccc3O[C@@]1(C)N=C1SCC(=O)N12 (stereo partly specified),?,.
CC1=C(C(=O)Nc2ccccc2)S(=O)(=O)CCO1,-29%,-13
N#Cc1c(/N=C/c2c(O)n(Cc3ccco3)c(=O)[nH]c2=O)sc2c1CCCC2,?,.
Cc1cccc(N2C(=O)NC(=O)/C(=C\c3cnn(-c4ccccc4)c3)C2=O)c1,?,.
Cc1ccccc1NC(=S)NC(NC(=O)CF)C(Cl)(Cl)Cl (stereo unspecified),9%,12
C/C(Cl)=C/CC1(CN2CCCC2=O)C(=O)NC(=O)NC1=O,-1%,-1
CCN(CC)c1ccc(/C=C2\C(=O)NC(=S)N(C)C2=O)o1,-16%,22
C=C1C(O)(c2ccccc2)C2CC[N+]1(C)CC2 (stereo unspecified),-7%,16
Cc1ccc(Sc2ccc(C=C3C(=O)N(C)C(=O)N(C)C3=O)o2)cc1,?,.
Fc1cccc(F)c1-c1nc(-c2ccc(Cl)cc2)no1,1%,9
CNC(=O)O/N=C(\N)Cc1csc2ccccc12,-4%,8
FC(F)(F)c1cccc(NC2=NCCCS2)c1,23%,10
COc1ccc2ccccc2c1CNCCc1ccccc1,i,-1
COc1cccc(N2C(=O)/C(=C/c3ccc(C)o3)C(=O)NC2=S)c1,?,.
O=C1CN=C(c2ccccc2)c2cc(Br)ccc2N1Cc1cc(=O)n2ccccc2n1,?,.
Cc1c(N=Cc2c(O)n(Cc3ccc(F)cc3)c(=O)[nH]c2=O)c(=O)n(-c2ccccc2)n1C,?,.
COc1ccc(-n2nc(C(=O)NCC(=O)N3CCC4(CC3)OCCO4)c3ccccc3c2=O)cc1Cl,?,.
Nc1cc(C(=O)Nc2ccc(Cl)cc2)ccc1N1CC2CC(C1)c1cccc(=O)n1C2 (stereo unspecified),i,7
C#CC1(O)CCC2C3CCC4=C/C(=N/OCC(=O)NCC(=O)NC(C(=O)O)C(C)C)CC[C@]4(C)C3CC[C@@]21C (stereo partly specified),14%,19
COC(=O)C1=C(c2cccc(OCc3ccccc3)c2)C[C@@H]2CC[C@H]1N2C(=O)NCc1ccc(Br)cc1,i,4

# Whole records, quoted from the list:
# Nc1cc(C(=O)Nc2ccc(Cl)cc2)ccc1N1CC2CC(C1)c1cccc(=O)n1C2 (stereo unspecified) across the screens: Lipid storage S3 = i; Lipid storage S3 cell count max = 7
# COc1ccc2ccccc2c1CNCCc1ccccc1 across the screens: Lipid storage S3 = i; Lipid storage S3 cell count max = -1

# Next part.
SMILES,Lipid storage S3,Lipid storage S3 cell count max
CN1CCN(c2ccc(C(N)=O)cc2[N+](=O)[O-])CC1,?,.
CC(C)c1onc(C(=O)N2CCC3(CC2)OCCO3)c1[N+](=O)[O-],19%,-25
O=C1CN=C(c2ccc(Br)cc2)c2c(sc3c2CCCC3)N1CCN1CCCCC1,?,.
CSc1nc2ccc(C)cc2c(=O)n1-c1cccnc1,-3%,-5
COC(=O)C1=C(c2ccc(F)cc2OCc2ccccc2)C[C@@H]2CC[C@H]1N2C(=O)NCc1ccc(OC)c(OC)c1,?,.
Cc1ccc(CNCCc2ccccc2F)cc1,?,.
Cc1ccsc1C(=O)C1CCCN(Cc2cc(C(C)C)n[nH]2)C1 (stereo unspecified),14%,12
Cc1ccc2c(c1)=NC(=O)/C(=C/c1c(O)[nH]c(=O)[nH]c1=O)C=2,-4%,-2
Cc1ccsc1C(=O)C1CCCN(Cc2ccc(O)cc2)C1 (stereo unspecified),-1%,-1
COC(=O)N1C(c2ccccc2)C1c1ccccc1 (stereo unspecified),?,.
COc1ccc(OC)c2c1CCC1NCCOC21 (stereo unspecified),?,.
O=[N+]([O-])c1ccccc1CNCCc1c[nH]c2ccccc12,11%,5
C=CCOC(=O)C1=C(C)OC(N)=C(C#N)[C@@]12C(=O)N(CC(N)=O)c1ccccc12,14%,-1
O=C1NC(=O)C(=Cc2ccc(OCC(=O)N3CCOCC3)cc2)C(=O)N1,?,.
CCCC/C(C)=C/[C@@H](NP(=O)(c1ccccc1)c1ccccc1)c1ccccc1,?,.
Cc1nc2ccccc2c(=O)n1-c1ccc(Cl)cc1Cl,-3%,-7
Cc1ccc2c(c1)N(CCC(=O)N1CCC3(CC1)OCCO3)C(=O)C(C)O2 (stereo unspecified),-11%,6
CCC(=NCCO)c1c(O)n(C2CCCCC2)c(=O)[nH]c1=O,-1%,-8
O=c1[nH]c(=O)n(-c2cccc3ccccc23)c(O)c1C=NCCCn1ccnc1,?,.
COC(=O)C1=C(c2cccc(C#N)c2)C[C@@H]2CC[C@H]1N2C(=O)NCCNC(C)=O,?,.
C1CNC2NCCNC2N1 (stereo unspecified),?,.
CCCCC(C)C(OC(=O)CC(CC(=O)O)C(=O)O)C(CC(C)CC(O)CCCCC(O)CC(O)C(C)N)OC(=O)CC(CC(=O)O)C(=O)O (stereo unspecified),0%,17
O=P(C(Cl)Cl)(N1CCCCC1)N1CCCCC1,?,.
O=C(COc1ccccc1)c1cn(Cc2ccccc2)c2ccccc12,-11%,-14
COC(=O)C1=C(c2cccc(OCc3ccccc3)c2)C[C@@H]2CC[C@H]1N2C(=O)NCc1cccc(C(F)(F)F)c1,?,.
Cc1ccc(-n2c(C)cc(/C=C3/C(=O)NC(=O)N(C)C3=O)c2C)cc1,?,.
O=C(N/N=C/c1c(O)n(CCc2ccccc2)c(=O)[nH]c1=O)c1ccccc1O,?,.
O=C(COc1ccccc1)N1CCN(CC(O)COc2ccccc2)CC1 (stereo unspecified),i,3
Cc1cccn2c(=O)c3c(nc12)N1CCCCCC1C1(C3)C(=O)N(C)C(=O)N(C)C1=O (stereo unspecified),?,.
Cc1ccc2oc(=O)n(CCOc3ccccc3)c2c1,?,.
CCN1CCN(S(=O)(=O)c2cnc(Cl)c(Br)c2)CC1,?,.
CCOc1cc(C2C(C#N)=C(N)Oc3c2c(=O)oc2ccccc32)ccc1OC(=O)c1cccs1 (stereo unspecified),22%,-14
Cc1[nH]c2ccc(OC(F)(F)F)cc2c1CCNCc1cccc([N+](=O)[O-])c1,?,.
O=C1CN=C(c2cccs2)c2c(sc3c2CCCC3)N1,-2%,-21
CC[C@H]1CN2CCC1C[C@H]2[C@H](O)c1ccnc2ccc(OC)cc12 (stereo partly specified),-5%,-17
CC(Cc1ccc(O)cc1)NCC(O)c1cc(O)cc(O)c1 (stereo unspecified),-11%,-15

# Molecules listed so far that have a CF3 group:
SMILES,Lipid storage S3,Lipid storage S3 cell count max
FC(F)(F)c1cccc(NC2=NCCCS2)c1,23%,10
COC(=O)C1=C(c2cccc(OCc3ccccc3)c2)C[C@@H]2CC[C@H]1N2C(=O)NCc1cccc(C(F)(F)F)c1,?,.
Cc1[nH]c2ccc(OC(F)(F)F)cc2c1CCNCc1cccc([N+](=O)[O-])c1,?,.

# The main list resumes with the 2 entries that preceded the break.
SMILES,Lipid storage S3,Lipid storage S3 cell count max
CC[C@H]1CN2CCC1C[C@H]2[C@H](O)c1ccnc2ccc(OC)cc12 (stereo partly specified),-5%,-17
CC(Cc1ccc(O)cc1)NCC(O)c1cc(O)cc(O)c1 (stereo unspecified),-11%,-15
Cc1ncc(CNC(=O)N(CCCl)N=O)c(N)n1,-15%,.
COc1ccc(-n2c(O)c(/C(C)=N/N3CCCCCC3)c(=O)[nH]c2=O)cc1,?,.
Cc1nn(Cc2ccccc2Cl)c(C)c1C(=O)OCC(=O)NC1CCS(=O)(=O)C1 (stereo unspecified),17%,19
O=c1c2ccccc2nc(C[n+]2ccccc2)n1-c1cccc(C(F)(F)F)c1,13%,-11
CC(C)N1C(=O)NC(=O)C2(Cc3cc([N+](=O)[O-])ccc3N(C)C2c2ccccc2)C1=O (stereo unspecified),?,.
COc1ccc(CCC(=O)N2CCC3(CC2)OCCO3)cc1,?,.
CC(C)CCOC(=O)c1c(N)n(CC2CCCO2)c2nc3ccccc3nc12 (stereo unspecified),i,-22
CCCc1[nH]nc2c1C1(C(=O)N(CC(N)=O)c3ccccc31)C(C(=O)OC)=C(N)O2 (stereo unspecified),?,.
Cc1c(Oc2cc(NN3CCCCC3)c([N+](=O)[O-])cc2[N+](=O)[O-])cccc1[N+](=O)[O-],?,.
Cc1nc2ccccc2c(=O)n1-c1ccc(Br)cc1[N+](=O)[O-],-3%,-16
O=C(O)c1c[nH]c2ccc(S(=O)(=O)N(CCCl)CCCl)cc12,i,.
CCC(=NCCO)c1c(O)n(-c2ccccc2)c(=O)[nH]c1=O,21µM*,-17*
CCSc1cc(C2C(C#N)=C(N)Oc3n[nH]c(C)c32)c(C)o1 (stereo unspecified),?,.
CN1C2C=C(N(C(=O)c3ccc(Cl)cc3)c3ccccc3)CC1CC2 (stereo unspecified),14%,-4
O=P(O)(O)Cc1ccccc1OP(=O)(c1ccccc1)c1ccccc1,10%,-18
CN1Cc2c(c(C#N)c(N)n(C)c2=S)CC1(C)C,-9%,6
COc1ccc(CN2CCCCC2c2cccnc2)cc1C (stereo unspecified),12%,-21
O=C1NC(=O)N(c2ccccc2)C(=O)/C1=C/c1ccc2c(c1)Cc1ccccc1-2,-5%,-8
CCOP(=O)(OCC)C(NC(=O)c1ccccc1Cl)=C(Cl)Cl,?,.
BrCC(Br)C1CCC(Br)C(Br)C1 (stereo unspecified),?,.
COC(=O)C1=C(c2ccc(OC)c(OC)c2)C[C@@H]2CC[C@H]1N2C(=O)NCC1CC1,?,.
COc1ccc(OC)c(N2C(=O)NC(=O)C(CCc3ccncc3)(CCc3ccncc3)C2=O)c1,-2%,-12
CN(C)CCNC(=O)c1cccn(Cc2cc(C(F)(F)F)cc(C(F)(F)F)c2)c1=O,?,.
COc1cc2c(cc1OC)C(C(=O)NC(C)C)C1CCCCN1C2=O (stereo unspecified),?,.
N/C(=N/[N+](=O)[O-])N1CCN(C(=O)c2ccc(Cl)cc2)CC1,?,.
CC(C)CNc1c2c(nc3ccccc13)CCC2,13%,-7
Nc1c(C(=O)NCC2CCCO2)c2nc3ccccc3nc2n1Cc1ccco1 (stereo unspecified),?,.
Cc1ccnc(NS(=O)(=O)c2ccc(N=Cc3c(O)n(C)c(=O)n(C)c3=O)cc2)n1,?,.
O=C(O)CCn1cc(C=C2C(=O)NC(=O)NC2=O)c(-c2ccc(Br)cc2)n1,?,.
CCN(CC)P(=O)(NC(=O)C(Cl)(Cl)Cl)N(CC)CC.[Cl-].[Cl-].[Cl-].[Nd+3],?,.
Cn1cccc1CN1CCN(C(=O)COc2ccccc2)CC1,12%,10
NC1=NC(=O)C(c2ccccc2)O1 (stereo unspecified),3%,11
CCOC(=O)C1C(=O)N(C)C2(C)CC1c1ccccc1O2 (stereo unspecified),?,.
Cc1onc(-c2ccccc2)c1C(=O)N1CCC2(CC1)OCCO2,-15%,-5

# Individual results from the list.
# Lipid storage S3 cell count max with Cc1onc(-c2ccccc2)c1C(=O)N1CCC2(CC1)OCCO2 : -5
# Lipid storage S3 with NC1=NC(=O)C(c2ccccc2)O1 (stereo unspecified) : 3%
# Lipid storage S3 cell count max with Cn1cccc1CN1CCN(C(=O)COc2ccccc2)CC1 : 10

# Only part of the results is shown, so the mix of outcomes need not match the whole.
